# FLuc modulator – qHTS profiling assay for firefly luciferase inhibitor/activator using purifed enzyme and Km concentrations of substrates (counterscreen for miR-21 project); purified FLuc, Km substrates, luminescence inhibition; 360,000 tested, 6.9% active; AID 588342, 2011; Potency, µM (titrated, usually from 57.5 µM), for the others: top-dose activity change, negative = inhibition, usual class: inhibitors; active = well fitted inhibition curve with a large enough effect; inconclusive = small, poorly fitted or top-dose-only effect;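 note: plate controls were vehicle for no effect and reference inhibitor for full effect; nearly all actives have a fitted effect of over 55% in size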
# Target sequence (P08659 whole entry, looked up): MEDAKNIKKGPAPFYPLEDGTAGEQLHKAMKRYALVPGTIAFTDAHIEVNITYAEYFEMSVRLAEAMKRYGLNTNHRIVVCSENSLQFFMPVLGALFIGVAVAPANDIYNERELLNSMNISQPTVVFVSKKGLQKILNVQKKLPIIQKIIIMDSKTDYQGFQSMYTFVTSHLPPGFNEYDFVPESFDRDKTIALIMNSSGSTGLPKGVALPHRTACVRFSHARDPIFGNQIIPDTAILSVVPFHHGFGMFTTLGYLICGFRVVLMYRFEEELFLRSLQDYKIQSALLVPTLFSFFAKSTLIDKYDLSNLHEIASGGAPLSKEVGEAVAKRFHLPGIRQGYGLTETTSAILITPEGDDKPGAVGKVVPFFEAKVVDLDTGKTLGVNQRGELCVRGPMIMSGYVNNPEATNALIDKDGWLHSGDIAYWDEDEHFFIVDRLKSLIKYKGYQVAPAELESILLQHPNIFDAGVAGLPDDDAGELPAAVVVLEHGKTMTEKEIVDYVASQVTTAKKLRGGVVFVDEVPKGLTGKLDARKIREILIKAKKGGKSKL
#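 Purified P. pyralis luciferase (10nM final) with 10uM D-luciferin and 10uM ATP (Km levels) in 50mM Tris acetate pH 7.5, 10mM Mg acetate, 0.01% Tween-20, 0.05% BSA; qHTS 6-point titration, ~60 µM downward; luminescence read.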
# * hit, by the source's call; ? = inconclusive. Potency is the fitted concentration of half-maximal effect. These rows are one share of the data; rates above refer to the full screens.
SMILES,FLuc modulator
CCC(C(=O)N(C)Cc1ccccc1)n1nc(C)c2sc3ccccc3c2c1=O (stereo unspecified),?
CCCCn1c(C2CC(=O)N(c3ccc(OCC)cc3)C2)nc2ccccc21 (stereo unspecified),-2%
Cc1ccc(N2CCN(S(=O)(=O)c3c(C)[nH]c(=O)[nH]c3=O)CC2C)cc1 (stereo unspecified),2%
COc1ccc(-c2nc(SCC(=O)N3CCN(c4ccc(F)cc4)CC3)n[nH]2)cc1,-3%
CCOc1cc(CNCCSc2nnnn2C)cc(Cl)c1OCc1ccc(Cl)cc1,-11%
CCc1ccc(-n2nc(C)c3c(C(=O)Nc4cc(C)c(Cl)cc4OC)cc(C)nc32)cc1,5%
O=C(CSc1n[nH]c(-c2ccccc2)n1)N1CCN(c2ccccc2F)CC1,-18%
Cc1cccc(C)c1NC(=O)C(=O)NCC(c1ccc2c(c1)OCO2)N1CCOCC1 (stereo unspecified),-3%
COc1ccc(OC)c(NC(=O)CCn2cccn2)c1,5%
CCOC(=O)C1CCN(C(=O)CSc2n[nH]c(-c3ccc(F)cc3)n2)CC1,-4%
Cc1ccc(-c2onc(C)c2C)cc1S(=O)(=O)NC1CCC(C)CC1 (stereo unspecified),-3%
COc1ccc2nc3oc(C(=O)Nc4cccc(C(F)(F)F)c4)cc3cc2c1,0%

# The closing 3 compounds of the part above are carried over, then new ones follow.
SMILES,FLuc modulator
CCOC(=O)C1CCN(C(=O)CSc2n[nH]c(-c3ccc(F)cc3)n2)CC1,-4%
Cc1ccc(-c2onc(C)c2C)cc1S(=O)(=O)NC1CCC(C)CC1 (stereo unspecified),-3%
COc1ccc2nc3oc(C(=O)Nc4cccc(C(F)(F)F)c4)cc3cc2c1,0%
Cc1ncc(COC(=O)C(C)C)c2cc(C(=O)Nc3ccccc3C(F)(F)F)c(=O)oc12,3%
CCCC(=O)Nc1nnc(SCc2cc(=O)n3cccc(C)c3n2)s1,4%
Cc1noc(C)c1S(=O)(=O)NCCc1csc2nc(-c3ccc(Cl)cc3)nn12,-2%
COc1cccc(-c2nnc(SCC(=O)N3CCC(C)CC3)o2)c1,4%
Cc1ccc(-c2nnc(Nc3ccc(Br)cc3)c3ccccc23)cc1S(=O)(=O)NCc1nc2ccccc2[nH]1,-12%
COc1ccc(Cl)cc1NC(=O)CSc1nc(=O)[nH]c2c1CCCC2,-11%
CC(C(=O)Nc1cc(C(F)(F)F)ccc1Cl)n1nnc2sc3c(c2c1=O)CCCC3 (stereo unspecified),-9%
CCCn1c2ccccc2c2cnn(CC(=O)NCC3CCN(Cc4ccccc4C)CC3)c(=O)c21,-12%
CCOc1ccc(NC(=O)CC2C(=O)N(c3cccc(C)c3)C(=O)N2Cc2ccco2)cc1 (stereo unspecified),4%
COc1ccc(OC)c(NC(=O)COCc2cc(-c3ccco3)on2)c1,-7%
CCOC(=O)c1c(S(=O)(=O)NCC(=O)Nc2ccc(C)c(N(C)C)c2)c(C)n(C)c1C,-7%
Cc1ccn2c(Nc3ccc4c(c3)OCCO4)c(-c3ccc(C)o3)nc2c1,13µM*

# 3 entries from above, sorted by molecular weight, rising:
SMILES,FLuc modulator
COc1ccc(OC)c(NC(=O)COCc2cc(-c3ccco3)on2)c1,-7%
CCCC(=O)Nc1nnc(SCc2cc(=O)n3cccc(C)c3n2)s1,4%
Cc1noc(C)c1S(=O)(=O)NCCc1csc2nc(-c3ccc(Cl)cc3)nn12,-2%

# Next section
SMILES,FLuc modulator
O=C(NCc1ccccc1)C(=O)NCC(c1cccs1)S(=O)(=O)c1cccs1 (stereo unspecified),-10%
CCOc1ccccc1C(=O)Nc1nc2c(s1)CC(C)CC2 (stereo unspecified),2.7µM*
CCOc1ccc(C(=O)c2c(N)c(-c3nc(-c4ccc(OCC)cc4)cs3)c3ccccn23)cc1,-3%
O=C(NCc1nc(-c2ccccc2)no1)c1ccco1,-8%
CCN1CCN(c2cc3c(cc2F)c(=O)c(S(=O)(=O)c2cc(C)cc(C)c2)cn3CC)CC1,0%
Cc1nnc(N2CCCC(C(=O)Nc3cccc(C(F)(F)F)c3)C2)c2nn(-c3ccccc3)c(C)c12 (stereo unspecified),-8%
CC(C)c1cnc2c(c1SCc1cccc(F)c1)c(=O)n(C)c(=O)n2C,2%
O=C(Nc1ccc(-c2nc3cc(NC(=O)c4ccccc4F)ccc3o2)cc1)c1ccccc1F,-2%
CCOC(=O)c1cccc(-n2nnc3c(sc4nc(C)c(Br)c(C)c43)c2=O)c1,-1%
CC(NC(=O)C1CCN(C(=O)c2ccc(-n3ccc4ccccc43)s2)CC1)c1ccccc1 (stereo unspecified),13µM*
Cc1cccc(NC(=O)CSc2nc(-c3cccs3)nc3cc(=O)[nH]n23)c1,-19%
CCN(CCCNC(=O)c1cc2c(=O)n(CC)c3ccccc3c2s1)Cc1ccccc1,7%
CCCn1c2ccccc2c2cnn(CC(=O)Nc3cccc(C(=O)OCC)c3)c(=O)c21,?
Cc1ccc(OC(C)C(=O)NCC2(N3CCOCC3)CCCCC2)cc1C (stereo unspecified),0%
CCOC(=O)c1cnc2cc(C(F)(F)F)ccc2c1Nc1ccc(F)cc1F,-1%
O=C(NCc1ccccc1Cl)c1cnc(N2CCCCC2)c2ccccc12,-19%
Cc1ccc(C)c(NC(=O)N2CCc3cc(S(=O)(=O)N4CCC(C)CC4)ccc32)c1,0%
CCN(c1ccccc1)S(=O)(=O)c1ccc(NC(=O)c2cc(=O)c3c(C)cc(C)cc3o2)cc1,-1%
COc1cc(-c2nc(-c3ccccc3)c(-c3ccc(Br)cc3)[nH]2)cc(OC)c1O,-1%
COc1cccc(CC(=O)NCc2ccc3c(c2)CCN3C(C)=O)c1,2%
Cc1cccc(NS(=O)(=O)c2ccc3c(c2)n(C)c(=O)n3C)c1C,-2%
CN(C)c1ccc(NC(=O)Cn2cc(S(=O)(=O)Cc3ccccc3Cl)c3ccccc32)cc1,9.5µM*
Cc1cccc(C(C)C)c1NC(=O)Cn1c(=O)oc2cc(S(=O)(=O)N3CCCC3)ccc21,1%
CCOC(=O)c1cccc(NC(=O)NCc2ccc3c(c2)CCN3C(=O)CC)c1,-13%
Cc1ccc(-n2c(=O)c3c4c(sc3n(Cc3cccc(Cl)c3)c2=O)CCC4)cc1C,-1%
Cc1ccc(Cl)cc1N1CCN(C(=O)CCc2nnc3n(C)c(=O)c4ccccc4n23)CC1,-10%
CS(=O)(=O)c1ncc(Cl)c(C(=O)Nc2c(C(=O)c3ccc(Cl)cc3)oc3ccccc23)n1,1%
O=C(Cn1c(=O)oc2cc(S(=O)(=O)N3CCCCCC3)ccc21)NCc1ccccc1Cl,-15%
O=C(Nc1ccc2c(c1)OCO2)c1cc(-c2ccc(Br)cc2)on1,-2%
CN(C)c1ccc(CNC(=O)c2cnc3sc(N4CCCC4)nn3c2=O)cc1,-5%
COc1cccc(CNC(=O)c2sc3ncccc3c2-n2c(C)ccc2C)c1OC,3%
COc1ccc(-n2c(-c3ccc(C)cc3)cc3c2CC(C)(C)CC3=O)c(OC)c1,2%
Cc1cccc(NC(=O)Cn2ncc3c4ccccc4n(Cc4ccccc4)c3c2=O)c1C,-7%
Cc1cccc2sc(N(Cc3cccnc3)C(=O)C3COc4ccccc4O3)nc12 (stereo unspecified),-6%
COc1ccccc1N1CCN(c2nc3ccc(C)cc3nc2-n2nc(C)cc2C)CC1,-3%
Cc1ccc(C)c(OC(=O)CSc2nnc(CNC(=O)c3ccccc3)o2)c1,-2%

# Among those listed so far, these contain bromine.
SMILES,FLuc modulator
Cc1ccc(-c2nnc(Nc3ccc(Br)cc3)c3ccccc23)cc1S(=O)(=O)NCc1nc2ccccc2[nH]1,-12%
CCOC(=O)c1cccc(-n2nnc3c(sc4nc(C)c(Br)c(C)c43)c2=O)c1,-1%
COc1cc(-c2nc(-c3ccccc3)c(-c3ccc(Br)cc3)[nH]2)cc(OC)c1O,-1%
O=C(Nc1ccc2c(c1)OCO2)c1cc(-c2ccc(Br)cc2)on1,-2%

# Remaining list, next part.
SMILES,FLuc modulator
Cc1ccc(NC(=O)CSc2nc(-c3ccc(C(C)(C)C)cc3)nc3cc(=O)[nH]n23)cc1C,-1%
COc1ccccc1CCNC(=O)c1ccc(NC(=O)N2CC(C)Sc3ccccc32)cc1 (stereo unspecified),-2%
CCCCOC(=O)c1ccc(NC(=O)/C(C#N)=C/c2ccc(-c3ccccc3)o2)cc1,-3%
CCc1ccc(NC(=O)c2ccc(F)c(S(=O)(=O)NCCc3ccc(OC)c(OC)c3)c2)cc1,0%
Cc1ccc(CNC(=O)CCCN2C(=O)CCn3nc(-c4cccn4C)cc32)cc1,-5%
Cc1cccc(-c2noc(-c3cc(C(C)C)[nH]n3)n2)c1,4.8µM*
Cc1ccsc1CN(Cc1ccco1)c1cnc(S(C)(=O)=O)nc1C(=O)Nc1ccc(Cl)cc1,3%
Cc1nn(CC(=O)N2CCC(C)CC2)c(=O)c2cc3sccc3n12,-3%
CCOC(=O)c1c(-c2ccc(C)cc2)csc1NC(=O)c1cc(-c2ccc(C)c(F)c2)on1,3%
COc1ccc2c(c1)CC(C(=O)Nc1cccc(C)c1C)CO2 (stereo unspecified),-5%
CC1CCc2nc3ncn(Cc4cccc(F)c4)c(=O)c3cc2C1 (stereo unspecified),?
CC(C)CCNC(=O)c1cc(-c2cccnc2)nc2ccc(S(=O)(=O)N3CCC(C)CC3)cc12,-2%
Cc1ccc(Cl)cc1NC(=O)c1ccc(-c2nc(CSc3ccccc3)c(C)o2)cc1,-3%
O=C(NCc1ccc(Cl)cc1)C1CCN(c2ncnc3c2nc2n3CCCCC2)CC1,-5%
Cc1ccc(-n2c(=O)c3c4c(sc3n(Cc3ccccc3F)c2=O)CCC4)cc1C,2%
Cc1ccc(C)c(OCCOCCn2c(-c3ccc(Br)cc3)nc3ccccc3c2=O)c1C,2%
Cc1ccccc1-c1nc2cc(NC(=O)COc3ccc(F)cc3)ccc2o1,-1%
CCc1sc(Nc2ccc(Cl)cc2)nc1-c1cc2cccc(OC)c2oc1=O,-19%
Cc1ccc(NC(=O)CN(C)S(=O)(=O)c2ccc3c(c2)n(C)c(=O)c(=O)n3C)cc1F,0%
CCCN1CCN(c2cc3c(cc2F)c(=O)c(S(=O)(=O)c2ccc(CC)cc2)cn3CC)CC1,-1%
O=C(CSc1nc(=O)n(CCN2CCOCC2)c2c1CCC2)Nc1ccccc1,4%
COc1ccc2ncc3c(-c4ccc(C)c(C)c4)nn(CC(=O)NC4CCCC4)c3c2c1,-4%
COc1ccc(CCNC(=O)CCSCc2ccccc2Cl)cc1OC,3%
CCc1ccc(S(=O)(=O)c2nnn3c2nc(N2CCCC2)c2sccc23)cc1,0%
CCOC(=O)c1ccc(NC(=O)CCn2c(=O)c3cccn3c3ccccc32)cc1,-5%
O=c1c(=O)n(-c2ccc(F)c(F)c2)ccn1Cc1ccc(F)cc1Cl,2%
COc1ccccc1-c1noc(CSc2nnc(-c3ccccc3)n2-c2ccc(C)c(C)c2)n1,-1%
O=C(CC1N=C2c3ccccc3N=C(SCC(=O)Nc3ccc(F)cc3)N2C1=O)NCc1ccco1 (stereo unspecified),2%
Cc1cc(C)c(/C=C/c2onc(C)c2S(=O)(=O)N2CCC(C(=O)N3CCN(c4ccccc4)CC3)CC2)c(C)c1,5%
O=C(NCCc1ccccc1)c1sc2ncccc2c1-n1cccc1,-15%
CCCc1cc(=O)oc2cc(C)c3c(-c4ccccc4)c(C)oc3c12,-19%
Cc1cccc(OCC(=O)Nc2c(C)ccc3nsnc23)c1C,1%
CCCC(=O)Nc1ccccc1C(=O)OCc1cc(=O)n2nc(C(C)C)sc2n1,-6%
COc1ccc(C(=O)NCC(c2ccc3c(c2)OCO3)N2CCOCC2)cc1 (stereo unspecified),-1%
COc1cc(C2c3c(-c4ccccc4O)n[nH]c3C(=O)N2Cc2ccco2)ccc1OCC(C)C (stereo unspecified),-16%
Cc1cc(C)cc(NC(=O)c2cc(S(=O)(=O)NCCC3=CCCCC3)ccc2F)c1,-1%

# Rewritten tab-delimited: part of the list above
smiles	FLuc modulator
COc1cc(C2c3c(-c4ccccc4O)n[nH]c3C(=O)N2Cc2ccco2)ccc1OCC(C)C (stereo unspecified)	-16%
Cc1cc(C)cc(NC(=O)c2cc(S(=O)(=O)NCCC3=CCCCC3)ccc2F)c1	-1%

# The listing continues.
SMILES,FLuc modulator
Cc1cc(C)cc(N2C(=O)N(Cc3cccc(F)c3)c3ccccc3S2(=O)=O)c1,-2%
Cc1cc(S(=O)(=O)NCC(c2ccco2)S(=O)(=O)c2ccccc2)ccc1F (stereo unspecified),-12%
CC(=O)c1ccc(NC(=O)CSc2nc(-c3cccc(F)c3)nc3c2c(=O)n(C)c(=O)n3C)cc1,-3%
COc1ccc(-n2nc(C(=O)Nc3ccc(Cl)cn3)c3c4ccccc4n(C)c3c2=O)cc1,0%
COc1ccc(C(=O)c2cn(Cc3ccc(F)cc3)c3ccc(C)cc3c2=O)cc1,3%
O=c1cc(-c2ccccc2)n2c(SCc3ccc([N+](=O)[O-])cc3)nnc2[nH]1,?
Cc1cccc(C(=O)Nc2c3c(nn2-c2ccc(Cl)cc2)CS(=O)(=O)C3)c1,-8%
CCc1ccccc1NC(=O)CSc1nc(C)c(C(=O)Nc2ccccc2)c(-c2ccc(Cl)cc2)c1C#N,-1%
Cc1ccc(NC(=O)c2ccc(NC(=O)CCS(=O)(=O)c3cccs3)cc2)cc1F,-2%
CCCOc1ccc(NC(=O)CC2C(=O)N(c3ccc(F)cc3)C(=O)N2CC(C)C)cc1 (stereo unspecified),1%
COc1ccccc1/C=C/C(=O)Nc1nc2n(n1)C(c1ccc(F)cc1)C=C(c1ccccc1)N2 (stereo unspecified),-1%
O=C(NCC(c1cccnc1)N1CCc2ccccc21)c1ccc(F)cc1 (stereo unspecified),?
CCN(CCCNC(=O)Cn1ncc2c3ccccc3n(C)c2c1=O)c1cccc(C)c1,5%
CC(=O)c1cc2c(cc1N/C(=N/S(=O)(=O)c1ccc(C)cc1)c1ccc(F)cc1)OCO2,-8%

# Source: PubChem BioAssay (National Center for Advancing Translational Sciences (NCATS))
